# RMI-FANCM inh – blocks RMI1/RMI2 complex binding to FANCM MM2 peptide; Fluorescence polarization, RMI core complex with F-MM2 peptide; stronger effect = lower value; AID 1159607; 70,000 tested, 0.58% active; FP signal (polarization) at 33 µM; in the data active means FP signal below about 40; further: inactives centre near 61; strong numbers were not always called active; unit not given here
# * marks the source's active call; other numbers are inactive results; & = joins results of further samples. Some of the compounds tested; count on the stated rates, not on these rows.
SMILES,RMI-FANCM inh
CCOC(=O)c1c(C)oc2ccc(N(C(C)=O)S(=O)(=O)c3ccc(OCC)cc3)cc12,61
COc1cc2nc(Nc3ccc(Br)cc3)sc2cc1OC,91
O=C(Cn1ccn(-c2cccc3ccccc23)c(=O)c1=O)NCc1ccco1,55
NN=C(N)c1ccc(C(F)(F)F)cn1,56
C/C(=N/NC(=O)c1[nH]nc(-c2ccccc2)c1C)c1ccc(Br)cc1,91
COc1ccc2cc(S(=O)(=O)c3ccc(C)c(Cl)c3)c(=O)oc2c1,56
COc1ccc(S(=O)(=O)N2CCCCC2CC(=O)Nc2cc(Cl)ccc2OC)cc1 (stereo unspecified),72
O=[N+]([O-])c1cccc(/C=N\N=C/c2cccc([N+](=O)[O-])c2)c1,54
COCCN1CCC(CNC(=O)C(=O)Nc2cc(C)on2)CC1,72
CSC(=N)N,56
COc1ccc(CCNC(=O)CSc2nnc(NC(=O)COc3ccc(Cl)cc3Cl)s2)cc1OC,59
Cn1cnc([N+](=O)[O-])c1NCCN1CCNC1=O,61
N=C1N=C(N)CS1,70
CCCn1c(=S)[nH]c2cc(C(=O)N3CCC(C(N)=O)(N4CCCCC4)CC3)ccc2c1=O,62
O=C(Nc1ccc2c(c1)OCCO2)c1ccc2nonc2c1,58
Cc1ccc(-n2ncc3c(=O)[nH]c(SCC(=O)Nc4ccccc4C)nc32)cc1,72
CCn1c(=NC(=O)c2sc3ccccc3c2Cl)sc2c(C)ccc(OC)c21,69
CC(=O)Oc1ccc(N2C(=O)CC(Nc3ccc(N4CCOCC4)cc3)C2=O)cc1 (stereo unspecified),61
O=C(COC(=O)c1ccc(Cl)cc1NC(=O)c1ccc(Cl)cc1)c1ccccc1,56
O=C1C(c2ccccc2)=C(N=CNO)c2ccccc21,61
CCN1CCN(c2oc(-c3ccc(S(=O)(=O)N4CCC(C)CC4)cc3)nc2C#N)CC1,73
Cc1cccc(C(=O)Nc2ccc3c(c2)N(CCC(C)C)C(=O)C(C)(C)CO3)c1,74
Cc1onc(-c2c(Cl)cccc2Cl)c1C(=O)O/N=C(/N)Cc1ccc(C(C)(C)C)cc1,58
O=C1CNC(=S)N1Cc1ccco1,51
Cc1nc2ccccc2n1Cc1ccc(C(=O)O)o1,67
O=C(NCc1ccccc1Cl)C(=O)NCC1CCCN1S(=O)(=O)c1cccs1 (stereo unspecified),63
Cc1ccc(NC(=O)C(=O)NCC2CCN(C(C)C)CC2)cc1C,79
O=C(Nc1cc(Oc2ccccc2)cc([N+](=O)[O-])c1)c1cc2nc(-c3cccs3)cc(C(F)(F)F)n2n1,69
Cc1ccc(S(=O)(=O)Nc2ccccc2C(=O)Nc2ccc(S(=O)(=O)Nc3nccc(C)n3)cc2)cc1,58
Cc1nc(-c2ccccc2)nc2sc(C(=O)c3cc4ccccc4o3)c(N)c12,46
O=C(NCc1cccnc1)c1ccc(=O)n(Cc2cccc(F)c2)n1,66
CCOc1ccc(C(=O)N(CCCN(C)C)c2nc3c(C)cc(C)cc3s2)cc1,99
O=C(NCCCN1CCCC1=O)C(=O)NCC1OCCN1S(=O)(=O)c1cccs1 (stereo unspecified),52
Cn1c(-c2ccc3c(c2)OCO3)cc(=O)c2ccccc21,53
Cc1nc(-n2nc(-c3ccco3)cc2NC(=O)c2cc(=O)c3ccccc3o2)[nH]c(=O)c1C,61
COc1ccccc1OCC(=O)NCC1CCN(Cc2ccco2)CC1,70
Cc1cc(NC(=O)NC(=O)c2c(Cl)cccc2Cl)no1,55
Cc1cc(C)c(C)c(S(=O)(=O)NCc2ccc(C(=O)O)cc2)c1C,72
CCOC(=O)CSc1nc2cc(C(=O)NCc3ccco3)ccc2c(=O)n1-c1ccc(F)cc1,60
Cc1ccc2cc(CCNC(=O)c3ccccc3F)c(=O)[nH]c2c1,45
CCc1cccc(NC(=O)C2CCN(c3ccc(S(=O)(=O)c4ccc(C)cc4)nn3)CC2)c1,67
O=C(CCc1ccccc1)Nc1nnc(-c2ccc(Cl)s2)o1,65
COc1cc(C=Nc2ccc(NC(C)=O)cc2)ccc1OC(=O)c1cc(OC)c(OC)c(OC)c1,73
COc1ccc(OC)c(S(=O)(=O)N2CCC3(CC2)OCCN3S(=O)(=O)c2ccccc2)c1,54
CCOCC(=O)Nc1ccc2c(c1)N(C(=O)C(C)C)CCC2,71
Cc1nc(SCc2cccc(Cl)c2)[nH]c(=O)c1CC(=O)N1CCN(C(=O)c2ccco2)CC1,62
CCOC(=O)N1CCN(S(=O)(=O)c2ccc(C(=O)Nc3sc4c(c3C(=O)OC)CCN(C)C4)cc2)CC1,203
CC(=O)N(Cc1ccncc1)c1nc2c(C)cc(Cl)cc2s1,108
CC(C)C[C@H](NC(=O)OC(C)(C)C)C(=O)OCc1ccc(CC(=O)O)cc1,58
CCOC(=S)SCc1cn2ccc(C)cc2n1,57

# More structures follow.
SMILES,RMI-FANCM inh
CCOC(=O)N1CCN(c2ccc(OC)nn2)CC1,61
COc1ccc(C(=O)N(Cc2cccnc2)c2nc3ccc(OC)cc3s2)cc1,65
Cc1cc(S(=O)(=O)NCC(c2ccsc2)N2CCN(C)CC2)ccc1F (stereo unspecified),68
COc1ccc(N2CC(C(=O)Nc3c(C(N)=O)oc4ccccc34)CC2=O)cc1 (stereo unspecified),55
CCCN1C(=O)C(C)(C)COc2cc(NS(=O)(=O)c3ccc(F)c(Cl)c3)ccc21,65
CCc1nc2sc(C(c3ccc(Cl)cc3)N3CCC(C(N)=O)CC3)c(O)n2n1 (stereo unspecified),47
N#Cc1ccc(-c2ccc3c(c2)OCCO3)[nH]c1=S,57
S=c1nc(-c2ccc(Cl)cc2)[nH][nH]1,50
Cc1cccc(N=c2scc(-c3ccco3)n2-c2ccccc2)n1,57
CS(=O)(=O)c1ccc(NCCCSc2nnc(-c3cccs3)n2-c2ccccc2)c([N+](=O)[O-])c1,63
CN(C)c1ccc(C2=CC(C3CC3)=C(C#N)C(=C(C#N)C#N)N2)cc1,31*
COc1ccc(Cc2nccc3cc(OC)c(OC)cc23)cc1OC,59&63
CS/C(N)=N\N=C(\C)c1ccc(Cl)c(Cl)c1,57
Cc1ccc(-c2csc(-c3nnn(-c4cccc(Cl)c4)c3C)n2)c(C)c1,66
COc1ccc(-c2ccc(N3CCN(C(=O)c4ccccn4)CC3)nn2)cc1OC,70
CC(=O)OCc1c(C)c(C)c(C)c(C)c1C,55
CCNc1nn(CC(=O)Nc2cc(C)cc(C)c2)c(N)c1-c1nc(-c2ccccc2C)no1,68
Cn1c(=O)[nH]c(=O)c2c1nc(N1CCC(C(N)=O)CC1)n2CCCSc1nc2ccccc2o1,60
Cc1onc(-c2ccccc2Cl)c1C(=O)N1CCN=C1SCc1ccccc1F,62
COc1ccccc1C1=NN(C(C)=O)C(c2ccc3nccnc3c2)C1 (stereo unspecified),66
COc1ccc(CCS(=O)(=O)Nc2ccc3c(c2)OCC(C)(C)C(=O)N3CCC(C)C)cc1,71
COc1ccc2nc(-n3nc(C)cc3NC(C)=O)sc2c1,61
CC(=O)N1CC(=O)N/C(=C\c2cccnc2)C1=O,62
CCOC(=O)Cn1c(=O)c(-c2nc(C(C)(C)C)cs2)cn(C(C)C)c1=O,55
Cc1cc(NC(=O)c2cccn(OCc3ccc(F)cc3)c2=O)no1,65
Fc1ccc(-c2nnc(Oc3cccc(C(F)(F)F)c3)c3ccccc23)cc1,78
COc1ccc(C(=O)NCC2(c3cccs3)CCCC2)cc1OC,68
O=C(CCCn1nc(-c2ccc(Cl)cc2)ccc1=O)Nc1ccccc1-c1ccccc1,92
CSc1ccc(NC(=O)C2CC2)nn1,68
c1ccc(-c2nnc(N3CCCC3)nc2-c2ccccc2)cc1,59
O=C1Nc2ccccc2C(=O)C1=Ic1ccccc1,54
Cc1cc(=O)n2c(-c3cccc(NC(=O)COc4ccc5ccccc5c4)c3)csc2n1,67&78
CCOc1ccc(-c2cn3c(CC(=O)NC4CCCCC4)csc3n2)cc1,67
COc1cccc(CNC(=O)Cn2cccc(-c3nc(-c4ccc(Br)cc4)no3)c2=O)c1,153
CC1(C)COC(=O)C1OC(=O)c1ccccc1C(=O)O (stereo unspecified),61
Cc1nc(SC(C)c2ccccc2)[nH]c(=O)c1CC(=O)N1CCCC1 (stereo unspecified),62
N#C/C(=C\c1ccccn1)c1cccc(C(F)(F)F)c1,61
O=S(=O)(CCCOc1ccc2c(c1)OCO2)N1CCc2ccccc21,68
CC(C)CNC(=O)NNC(=O)c1cccn(Cc2cccc(Cl)c2)c1=O,63
O=C(NCCCS(=O)(=O)N1CCN(c2ccccn2)CC1)c1ccc(Br)o1,64

# Of the compounds above, four contain a COOH group:
SMILES,RMI-FANCM inh
Cc1nc2ccccc2n1Cc1ccc(C(=O)O)o1,67
Cc1cc(C)c(C)c(S(=O)(=O)NCc2ccc(C(=O)O)cc2)c1C,72
CC(C)C[C@H](NC(=O)OC(C)(C)C)C(=O)OCc1ccc(CC(=O)O)cc1,58
CC1(C)COC(=O)C1OC(=O)c1ccccc1C(=O)O (stereo unspecified),61

# Reformatted: entries from further up.
canonical_smiles: O=C1Nc2ccccc2C(=O)C1=Ic1ccccc1
  RMI-FANCM inh = 54
canonical_smiles: Cc1cc(=O)n2c(-c3cccc(NC(=O)COc4ccc5ccccc5c4)c3)csc2n1
  RMI-FANCM inh = 67&78

# Next compounds follow.
SMILES,RMI-FANCM inh
N#C/C(=C\c1ccc(C#Cc2ccccc2)s1)C(=O)c1ccco1,49
Clc1ccc(-c2nnnn2-c2cnccn2)cc1,56
FC(F)(F)c1c2c(nc3cc(-c4ccco4)nn13)CCC2,56
CC1CCc2nc(NC(=O)C3CCCN3S(=O)(=O)c3ccc(Cl)s3)sc2C1 (stereo unspecified),63
O=C(Nc1ccc(-c2ccc3nnc(-c4ccccn4)n3n2)cc1)c1cccc2ccccc12,61
CS(=O)(=O)N1CCC(c2nn(CC(=O)OCc3ccccc3)c(=O)n2-c2cccs2)CC1,62
Cc1cccc(C)c1NC(=O)Cc1csc(SCC(=O)Nc2ccc(F)cc2)n1,58
Cc1onc(-c2ccccc2Cl)c1C(=O)NCc1n[nH]c(=O)c2ccccc12,54
COc1cc(/C=C/C2=NNC(=O)CC2)cc(OC)c1OC,54
CCOC(=O)c1csc(NC(=O)c2cc(C)n(C)n2)n1,64
COCCCn1c(C(=O)Nc2ccc3c(c2)OCO3)cc2c(=O)n3ccccc3nc21,64
Cc1oc(C(=O)NN)nc1-c1ccccc1,48
COc1ccc(-c2nnc3ccc(OCCNC(=O)Nc4cccc(C)c4)nn23)cc1OC,125
CCOc1ccc(NC(=O)C2CCN(c3ccc(-c4ccco4)nn3)CC2)cc1,63
CCOC(=O)c1cn(Cc2ccccc2)c2cc(C)nn2c1=O,57
O=C(Nc1nccs1)c1cn(Cc2ccc(F)cc2)cc2c(=O)n(-c3ccccc3)nc1-2,51
COCCNC(=O)c1ccc(NS(=O)(=O)c2cc(C)ccc2C)cc1,75
Cn1ccc(C(=O)Nc2nnc(-c3ccc(F)cc3)o2)n1,69
Cc1ccc(NC(=O)CN2CCCN(Cc3ccc(Cl)cc3)S2(=O)=O)cc1Cl,99
Cc1ccc(C(=O)NC2(O)C(=O)c3ccccc3C2=O)cc1C,60
Cc1ccccc1Cn1nnc2c(=O)n(Cc3nc(-c4ccc5c(c4)OCO5)no3)cnc21,144
COc1ccc(C(=O)Nc2sc(-c3ccccc3)cc2C(N)=O)cc1,69
CN1CCN(c2nc3ccc(NC(=O)c4cc5ccccc5o4)cc3s2)CC1,65
O=C(CSc1nnc2ccc3ccccc3n12)Nc1ccc2c(c1)OCCO2,72
O=C(NNc1nc(-c2ccccc2)c2cc(Br)ccc2n1)C12CC3CC(CC(C3)C1)C2,55
CCC(=O)N1N=C(c2ccco2)CC1c1cn(-c2ccccc2)nc1-c1ccc(C)cc1 (stereo unspecified),62
CC(C)CCn1c(O)c(N=Nc2c(Cl)cc(Cl)cc2Cl)c2ccccc21,59
Cn1cc(C(=O)NCc2cccs2)c2nn(-c3ccccc3)c(=O)c-2c1,52
O=C(NCc1cccnc1)c1ccccc1C(=O)Nc1sc2ccccc2c1Cl,54
Cc1ccc(NC(=S)N2CCN(c3ncnc4c(C)csc34)CC2)cc1[N+](=O)[O-],53
CCc1nnc(NS(=O)(=O)c2ccc(NC(=O)c3c(F)cccc3F)cc2)s1,52
O=C(NCCCS(=O)(=O)N1CCN(c2ccccn2)CC1)C1CCCC1,58
Cc1ccc(C2CC(c3cccc(NS(C)(=O)=O)c3)=NN2S(=O)(=O)c2ccc(C)cc2)cc1 (stereo unspecified),142
CC(Oc1ccc2c(c1)OCO2)C(=O)Nc1cccc(-c2nc3cccnc3s2)c1 (stereo unspecified),77
Nc1ccccc1C(=O)NCCCN1CCCCC1,56
O=C(NCc1c(Cl)cccc1Oc1ccccc1)c1ccc2nccnc2c1,52
COc1ccccc1NC(=O)C1CCCN(S(C)(=O)=O)C1 (stereo unspecified),66
O=C(Nc1ccc2c(c1)N(C(=O)c1ccco1)CC2)c1ccc(Cl)cc1,69
COC(=O)Cc1cc(=O)n2[nH]c(SC)nc2n1,53
Cc1cccc(NC(=O)N2CCN(c3ccc4nnc(C)n4n3)CC2)c1C,67
CCN(CC)CCCNC(CC(=O)O)C(=O)O (stereo unspecified),57
COc1ccc(-c2c(-c3ccc(OC)c(OC)c3)c(C)n(C)c2C)cc1OC,68
O=C(NC1CC(=O)N(c2ccccc2)C1)N1CCN(c2ccc([N+](=O)[O-])cc2)CC1 (stereo unspecified),66

# Not a retest: entries from further up.
SMILES,RMI-FANCM inh
Cc1cccc(NC(=O)N2CCN(c3ccc4nnc(C)n4n3)CC2)c1C,67
CCN(CC)CCCNC(CC(=O)O)C(=O)O (stereo unspecified),57
COc1ccc(-c2c(-c3ccc(OC)c(OC)c3)c(C)n(C)c2C)cc1OC,68
O=C(NC1CC(=O)N(c2ccccc2)C1)N1CCN(c2ccc([N+](=O)[O-])cc2)CC1 (stereo unspecified),66

# Bioassay records (PubChem)
